# From PubChem BioAssay
# BRCT inh red: disrupts BRCA1 BRCT binding to phosphoprotein, red fluorophore readout; Potency, µM (highest dose often 76.9 µM), without a hit: top-dose activity change, negative = inhibition, most hits filed as inhibitors; P38398; BRCT-phosphopeptide binding, red fluorescence polarization; 75,000 tested, 0.03% active; AID 892; note: % is set by controls: 0 for no effect and ±100 for the full control effect
#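 Fluorescence polarization: 100 nM His-tagged BRCA1 BRCT with 100 nM TAMRA-labelled phospho-BACH1 decapeptide, phosphate buffer pH 7.3 with 150 mM NaCl, DTT, 0.01% Tween 20; 12 min RT. Binding inhibition seen as FP decrease.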
# Caspase-1 inhib: caspase-1 (human) inhibition, allosteric or competitive; P29466; Caspase-1 enzyme, Ac-WEHD-AFC fluorogenic rate; Potency, µM (top dose mostly 57.5 µM), for inactives: at the top dose activity change, negative = inhibition, usual class: inhibitors; 75,000 tested, 0.03% active;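 note: potency is the fitted concentration of half-maximal effect; plate controls were vehicle for no effect and no substrate for full effect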
# Fluorescein autfl: fluorescein region autofluorescence; Compound autofluorescence, 480/540 nm, fluorescein-equivalent; active compounds read high; max fluorescein-equivalent concentration, M; 59,000 tested, 0.91% active; AID 593; in the data active = max fluorescein-equivalent concentration above about 10 nM; inconclusive = between about 1.1 nM and that limit
#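 Each compound is tested across a concentration series in 100 mM Tris buffer at pH 8.0. After 15 min at room temperature, plates are imaged with 480 nm excitation and 540 nm emission filters, and intensities are converted to fluorescein-equivalent values.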
# GFP derepression: epigenetic modulators derepressing GFP locus in mouse cells. mouse C127i GFP locus derepression, cytometry, 30 h. Potency, µM (series often up to 46.1 µM), inactives show top-dose GFP derepression (activation). 68,000 tested, 0.09% active; note: % of control where 0% means no effect
#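 Derepression screen: silenced CMV-GFP reporter in murine C127i cells, 30 h compound incubation at 37 C, washed cells imaged by laser-scanning cytometer to enumerate GFP-expressing objects of 20 to 120 um.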
# 4MU fluor: 4-MU region autofluorescence; compound autofluorescence, 340/450 nm, 4-MU equivalents; active compounds read high; 59,000 tested, 11% active; max dye-equivalent concentration, M; in the data active = max dye-equivalent concentration above about 10 nM; inconclusive = mostly about 1.1 nM to 9.6 nM
#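 Intrinsic fluorescence at 340/450 nm (ex/em) was read after 15 min at room temperature in pH 8.0, 100 mM Tris. Each compound concentration expressed as 4-MU-equivalent concentration from a six-point 4-MU standard series on each plate.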
# USP2a inh: blocks human ubiquitin-specific protease USP2a. O75604. 60,000 tested, 0.1% active. Potency, µM (titrated, usually from 38.3 µM), inactives show at the highest dose activity change, negative = inhibition, most hits filed as inhibitors. USP2a enzymatic assay, qHTS inhibition;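 note: potency is the fitted concentration of half-maximal effect; nearly all actives have a fitted effect of over 60% in size; plate controls were DMSO for no effect and NEM full inhibition control for full effect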
# Target sequence (O75604 whole entry, looked up): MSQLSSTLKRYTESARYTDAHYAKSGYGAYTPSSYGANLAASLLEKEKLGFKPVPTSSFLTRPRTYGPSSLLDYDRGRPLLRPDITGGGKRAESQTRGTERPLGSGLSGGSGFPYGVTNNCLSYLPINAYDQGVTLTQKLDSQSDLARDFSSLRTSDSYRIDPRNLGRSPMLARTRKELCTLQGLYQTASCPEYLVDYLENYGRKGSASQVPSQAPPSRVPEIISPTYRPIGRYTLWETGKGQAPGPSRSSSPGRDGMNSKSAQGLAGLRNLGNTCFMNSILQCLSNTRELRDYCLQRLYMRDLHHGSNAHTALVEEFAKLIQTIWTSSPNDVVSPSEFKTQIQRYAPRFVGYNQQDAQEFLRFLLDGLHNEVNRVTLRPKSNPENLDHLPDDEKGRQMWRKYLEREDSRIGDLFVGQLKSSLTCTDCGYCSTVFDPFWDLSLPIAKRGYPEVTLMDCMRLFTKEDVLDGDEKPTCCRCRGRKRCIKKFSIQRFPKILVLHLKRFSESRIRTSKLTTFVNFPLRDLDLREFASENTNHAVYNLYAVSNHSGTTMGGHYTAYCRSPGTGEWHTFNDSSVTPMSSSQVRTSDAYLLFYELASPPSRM
#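 20 nM USP2 core + cpd, 30 min RT; add 20 nM Ub-PLA2/20 uM NBD C6-HPC; read Ex460/Em535 at 0 h and 2.5 h. Normalized to NEM; qHTS curve fit/classification.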
# BRCT inh green: inhibitors of human BRCA1 BRCT-phosphoprotein interaction (green fluorophore) | P38398 | BRCA1 BRCT-phosphopeptide binding, green fluorescence polarization | Potency, µM (series often up to 76.9 µM), without a hit: at the top dose activity change, negative = inhibition, most hits filed as inhibitors | 75,000 tested, 0.05% active;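 note: potency is the fitted concentration of half-maximal effect; plate controls were peptide without protein for full effect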
#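 Compounds were incubated for 12 min at room temperature with a complex of 100 nM fluorescein-tagged pBACH1 decapeptide and 250 nM His-tagged BRCT protein. Buffer was phosphate pH 7.3 with EDTA, DTT and Tween 20. Disruption of binding lowers the polarization signal.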
# HEK293 cAMP cs: parental HEK293 cAMP activation (counter-screen); parental HEK293 CNG cAMP sensor, membrane potential fluorescence; Potency, µM (doses to about 57.1 µM), for the others: at the highest dose activation, usual class: activators; 73,000 tested, 2.5% active; AID 938; note: potency is the fitted concentration of half-maximal effect; % of control where 0% means no effect; nearly all actives have a fitted effect of over 55% in size
#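 Counterscreen for endogenous-receptor signalling: CNG-channel HEK 293 cells report cAMP rise by membrane depolarization. After 60 min dye equilibration with 100 uM RO 20-1724, compounds incubated 30 min before bottom-read fluorescence at 590 nm.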
# A350 fluor: compounds fluorescent in Alexa 350 spectral region. Compound autofluorescence, 340/450 nm, Alexa 350 dye-equivalents; active compounds read high. AID 590. 59,000 tested, 11% active. max dye-equivalent concentration, M; in the data active = max dye-equivalent concentration above about 10 nM; inconclusive = mostly about 1.1 nM to 9.6 nM
# Ub-GFP proteasome: ubiquitin-GFP accumulation via proteasome inhibition; Ubiquitin-GFP reporter cells, proteasome inhibition, GFP fluorescence; response scale: untreated = 0%, 10 µM MG-132 = 100%; Potency, µM (series often up to 45.9 µM), inactives show top-dose activation (GFP accumulation), actives largely listed as activators; 67,000 tested, under 10 active; active = well fitted activation curve with a large enough effect, not every such curve was filed as active; inconclusive = small, poorly fitted or top-dose-only effect, or another doubt; inactive = no such curve, though single readings can be large or run the other way; note: potency is the fitted concentration of half-maximal effect
#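 Proteasome block read as GFP accumulation: ubiquitin(G76V)-GFP U2OS cells exposed to compound (2.9 nM–46 uM) for 4 hr at 37 C. Normalization used untreated cells as 0% and 10 uM MG-132 as 100%; concentration-response curves fitted.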
# Caspase-7 inhib: caspase-7 (human) inhibition, allosteric or competitive; P55210; recombinant caspase-7, Ac-DEVD-AFC fluorescence rate; Potency, µM (highest dose often 57.5 µM), inactives show at the highest dose activity change, negative = inhibition, usual class: inhibitors; 75,000 tested, 0.02% active; active = well fitted inhibition curve with a large enough effect in the main read-out, with a control signal flat, not every such curve was filed as active; inconclusive = small, poorly fitted or top-dose-only effect, or a change in a side signal; note: potency is the fitted concentration of half-maximal effect; % of control where 0% means no effect
# Target sequence (P55210 24-198 limits assumed): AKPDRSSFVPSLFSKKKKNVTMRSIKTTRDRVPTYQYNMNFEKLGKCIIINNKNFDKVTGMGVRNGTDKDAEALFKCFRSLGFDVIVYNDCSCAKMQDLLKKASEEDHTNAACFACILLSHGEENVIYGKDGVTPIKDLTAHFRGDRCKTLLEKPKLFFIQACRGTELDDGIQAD
# Target sequence (P55210 207-303 limits assumed): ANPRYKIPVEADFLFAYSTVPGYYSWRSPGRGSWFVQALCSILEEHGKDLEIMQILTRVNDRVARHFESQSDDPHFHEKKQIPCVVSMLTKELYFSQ
# The depositor's hits bear a star; i = inactive; u = inconclusive; x = not tested or not shown; & = joins results of further samples; [ ] = dose if it differs, or a comment. Unless noted, calls come from the whole dose curve; as a rule, active = well fitted curve in the direction sought with a large enough effect; inconclusive = small, poorly fitted or top-dose-only effect, or another doubt; inactive = no such curve, though single readings can be large; an effect the other way counts as inactive or inconclusive. Not all compounds are listed (hit frequency here may not be typical).
SMILES | 4MU fluor | GFP derepression | A350 fluor | Caspase-1 inhib | BRCT inh green | Caspase-7 inhib | Fluorescein autfl | BRCT inh red | Ub-GFP proteasome | HEK293 cAMP cs | USP2a inh
OCC1(CO)COC(c2cccnc2)N1 (configuration not stated) | i | 1% | i | 0% | -0.8% | 2% | i | 0.9% | 0% | -6% | 1%
CNC(=O)[C@@H]1C[C@H]1[C@@H](NP(=O)(c1ccccc1)c1ccccc1)c1ccccc1 | x | x | x | -1% | 0.1% | -1% | x | -3.0% | x | u | x
CC1CC[C@@]2(OC1)OC1C(O)C3C4CC[C@H]5CC(O[C@@H]6O[C@@H](CO)[C@H](OC7OC(CO)C(O)C(OC8OCC(O)C(O)[C@H]8O)[C@@H]7O[C@@H]7OC(CO)[C@H](O)[C@@H](O[C@@H]8OC(CO)C(O)C(O)C8O)C7O)C(O)C6O)C(O)C[C@]5(C)C4CC[C@]3(C)C1C2C (some centres not stated) | x | x | x | -2% | -2.1%[3.08 µM] | -1% | x | -0.5% | x | x | 54%[activator]
Clc1cc(Cl)cc(Cl)c1 | x | x | x | 1% | -0.8% | -1% | x | -1.5% | x | -18% | x
O=C1C2CCCN2C(c2cccnc2)N1c1cccc(Cl)c1 (configuration not stated) | x | 2% | x | 1% | 1.8% | -1% | x | -0.4% | 9% | 1% | x
CN1CCC(n2nccc2N)CC1 | i | -4% | i | 1% | -0.9% | -2% | u | 0.9% | -2% | -2% | -8%
O=C(Cc1ccccc1)N1CCN(Cc2c[nH]c3ccccc23)CC1 | i | -2% | i | 0% | -3.3% | -2% | u | 1.0% | -2% | -4% | 8%
Cc1nc2ccccc2cc1C[N+]12CN3CN(CN(C3)C1)C2 | i | -3%[9.22 µM] | i | 0%[11.5 µM] | -3.7%[15.4 µM] | -3%[11.5 µM] | i | 0.1%[15.4 µM] | 3%[9.17 µM] | -7%[11.4 µM] | x
C[C@@]12CC[C@H](O)C[C@@H]1CC[C@H]1[C@H]2C[C@@H](O)[C@]2(C)[C@@H](C3=CC(=O)OC3)CC[C@@]12O | i | -2%[9.22 µM] | i | x | x | x | i | x | 1% | 20% | x
CN(C)CC/C=C1\c2ccccc2Sc2ccc(Cl)cc21 | i | -2%[9.22 µM] | i | u | 0.2%[15.4 µM] | -1%[11.5 µM] | u | -0.3%[15.4 µM] | 2%[9.17 µM] | -1%[11.4 µM] | 2%
O=C1NC(=O)C(CCc2ccncc2)(C2CCCCC2)C(=O)N1 | i | 5% | i | 0% | -2.9% | -3% | u | 0.3% | 1% | 6% | 3%
COc1cc2c(c(OC)c1OC)-c1ccc(O)c(=O)cc1[C@H](N)CC2 | 1.5e-08M* | -2%[20.6 µM] | 1.3e-08M* | -3%[25.7 µM] | -1.6%[34.4 µM] | -11%[25.7 µM] | u | -0.4%[34.4 µM] | 4%[20.5 µM] | 3%[25.6 µM] | 47%[activator][17.1 µM]
O=c1[nH]c(=O)n(CCC2=CCCCC2)c(O)c1C=NCCN1CCNCC1 | 9.2e-08M* | 2% | 1e-07M* | -1% | 0.0% | -1% | i | 0.7% | -2% | -1% | 6%
O=C(O)Cc1ccc([N+](=O)[O-])cc1[N+](=O)[O-] | i | -2%[9.22 µM] | i | 0%[11.5 µM] | -1.2%[15.4 µM] | 4%[11.5 µM] | i | -0.4%[15.4 µM] | 3%[9.17 µM] | 7%[11.4 µM] | x
CC12CN3CC(C)(CN(C1)C3c1cccnc1)C2=O (configuration not stated) | x | 18% | x | -1% | -0.7% | 1% | x | -0.3% | -9% | 7% | -5%
CC(NS(=O)(=O)c1ccc(CCC(=O)N2CCN(C)CC2)cc1)c1ccccc1 (configuration not stated) | i | 2% | i | -1% | -2.9% | -1% | i | -0.1% | 6% | 4µM* | 12%
COc1ccc(OC)c([C@H](O)[C@H](C)N)c1 | i | 0%[20.6 µM] | i | -1%[25.7 µM] | -1.5%[34.4 µM] | 1%[25.7 µM] | u | 0.3%[34.4 µM] | 5%[20.5 µM] | 7%[25.6 µM] | -6%[17.1 µM]
COC(=O)CC1=C(C(=O)OC)C2(C(=O)N(C)c3ccccc32)C(C#N)=C(N)O1 (configuration not stated) | u | 2% | u | -2% | -1.3% | -1% | i | -1.0% | 1% | 25% | -3%
C=CCN1C(=O)C2(C(C(=O)OCC)=C(N)Oc3ccccc32)c2c1c1ccccc1oc2=O (configuration not stated) | u | 0% | u | -1% | 1.0% | -2% | i | 0.1% | -6% | 1% | -4%
O=C1CC(N2CCC(n3c(=O)[nH]c4ccccc43)CC2)C(=O)N1Cc1ccccc1 (configuration not stated) | i | 9% | i | 0% | -1.0% | -1% | u | 1.7% | 1% | u | 13%
CCC(C)(C)n1nnnc1C(c1cccs1)N1CC=C(c2ccc(F)cc2)CC1 (configuration not stated) | i | -3% | u | -5% | 4.7% | -4% | i | 0.5% | -2% | u | 37%[activator]
COC1=CC2C3Cc4ccc(OC)c(O)c4[C@]2(CCN3C)CC1=O (some centres not stated) | x | x | x | 2% | -1.1%[3.08 µM] | 1% | x | 0.9% | x | x | -10%
COc1cc(C2C(C#N)=C(N)OC3=C2C(=O)CC(C)(C)C3)ccc1OC(=O)N1CCOCC1 (configuration not stated) | i | -4% | i | -2% | 0.5% | 0% | i | -0.9% | -9% | 2% | u
CCCN1CCO[C@@H]2c3cc(O)ccc3OC[C@H]21 | i | -1%&-2% | i | 0%&0% | -1.3%&-6.4% | -1%&2% | u | 1.0%&1.6% | -2%&-5% | u | 0%&-1%
O=P(O)(OP(=O)(O)c1ccccc1)c1ccccc1 (tested in a mixture with another compound) | i | 3%[9.22 µM] | i | 0%[11.5 µM] | -2.5%[15.4 µM] | -1%[11.5 µM] | u | 1.0%[15.4 µM] | 7%[9.17 µM] | 2%[11.4 µM] | x
NC1(P(=O)(O)O)CCCCC1 | i | 0%[9.22 µM] | i | 1%[11.5 µM] | -2.6%[15.4 µM] | 0%[11.5 µM] | i | 0.2%[15.4 µM] | -2%[9.17 µM] | 3%[11.4 µM] | x
O=P(C(c1c[nH]c2ccccc12)N1CCOCC1)(N1CCOCC1)N1CCOCC1 (configuration not stated) | i | -8% | i | 3% | -0.7% | -1% | i | -0.2% | 0% | 3% | -1%
C[C@@]12CC[C@H]3[C@@H](CC[C@@H]4C[C@H]5S[C@H]5C[C@]43C)[C@H]1CC[C@H]2O | i | -2%[20.6 µM] | i | -3%[25.7 µM] | -2.4%[34.4 µM] | 4%[25.7 µM] | u | -1.8%[34.4 µM] | 2%[20.5 µM] | 1%[25.6 µM] | -1%[17.1 µM]
CC(C(N)=O)N1CC(c2ccc(Cl)cc2)CC1=O (configuration not stated) | i | 3% | i | 0% | 0.3% | 0% | u | -0.2% | 3% | 1% | -3%
c1ccc(CN2CCC3(CCc4ccccc43)CC2)cc1 | x | -2% | x | 1% | -1.4% | 1% | x | -3.8% | 9% | 32µM* | x
COC(=O)COc1cc(Cl)c(Cl)cc1Cl | x | x | x | -1% | 1.1% | -1% | x | 1.5% | x | x | 1%
C=CCN1C[C@H](C)N([C@@H](c2ccccc2)c2ccc(C(=O)N(CC)CC)cc2)C[C@H]1C | x | 3% | x | -2% | 0.6% | 3% | x | 0.5% | 4% | 0% | x
COc1ccn(C)c(=O)c1C#N | u | 0%[9.22 µM] | u | 1% | -3.1% | 0% | u | -0.8% | 4% | -3% | 1%[17.1 µM]
COc1cc2c(cc1O)C[C@H]1c3c(cc(OC)c(O)c3-2)CCN1C | i | -7%[9.22 µM] | i | u | -5.6% | u | i | -6.8% | 0% | -3% | x
COC(=NC1CCCC1)C(O)c1c[nH]c2ccccc12 (configuration not stated) | i | 0% | i | -2% | -7.9% | 0% | i | 0.6% | 2% | 6% | 7%
Oc1ccc2c3c1O[C@H]1[C@@H](O)CC[C@]4(O)[C@H](C2)N(CC2CCC2)CC[C@@]314 | i | -1%[20.6 µM] | i | 1%[25.7 µM] | -4.3%[34.4 µM] | -3%[25.7 µM] | u | -0.4%[34.4 µM] | -1%[20.5 µM] | 19%[25.6 µM] | -10%[17.1 µM]
CCC(=O)O[C@@](Cc1ccccc1)(c1ccccc1)[C@@H](C)CN(C)C | i | 0%[20.6 µM] | i | 0%[25.7 µM] | 0.1%[34.4 µM] | -1%[25.7 µM] | u | -3.1%[34.4 µM] | -1%[20.5 µM] | 26%[25.6 µM] | -4%[17.1 µM]
NCC[C@H](O)C(=O)N[C@H]1C[C@@H](N)[C@@H](O[C@H]2O[C@@H](CN)[C@@H](O)[C@@H](O)[C@@H]2N)[C@@H](O[C@H]2O[C@@H](CO)[C@@H](O)[C@@H]2O)[C@@H]1O | i | -2%[20.6 µM] | i | -2%[25.7 µM] | -1.4%[34.4 µM] | 4%[25.7 µM] | u | 1.7%[34.4 µM] | 0%[20.5 µM] | -2%[25.6 µM] | 3%[17.1 µM]
COC(=O)CSC1=NP(=S)(SCC(=O)OC)N2CCCC2=C1C#N (configuration not stated) | i | 4% | i | 1% | 8.5% | 1% | u | 0.4% | 2% | -25% | -4%
